# GSIS activator: GLuc luminescence reporter in INS-1E cells, primary screen for activators of glucose-dependent secretion of insulin. INS-1E GLuc reporter insulin secretion, 2-3 h. activation, % at 16.6 µM. 370,000 compounds, 0.61% hits. AID 743287, 2014;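 active = lowest replicate activation of at least 40%, so every replicate reaches that level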;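 note: 0% = median of neutral control wells and 100% = median of IBMX positive control wells; some compounds called inactive have numbers as strong as hits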
# miR122 inh: miR-122 Renilla sensor signal increase in Huh7, primary screen, miR-122 inhibitor project, cell-based, single point, plate reader; AID 602342, 2012; 340,000 compounds, 0.3% hits; Huh7 miR-122 Renilla luciferase sensor, 48 h; neutral wells = 0, positive control = 100; activation (reporter increase), % at 12.5 µM;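 active = mean replicate activation score at least 90 and every replicate individually at or above 90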;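 note: higher luciferase means less miR-122 activity so hits act as miR-122 inhibitors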
# EWS-Fli inh: EWS/Fli-driven NR0B1 reporter inhibitors, primary screen, A673 cells, NR0B1 luciferase, luminescence, MLPCN library. viability-normalised. inhibition, % at 12.6 µM. 350,000 compounds, 0.67% hits. AID 651661, 2012;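 active = mean inhibition of at least 50% after viability correction, with every replicate also passing that limit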;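 note: firefly luciferase signal divided by Alamar Blue viability fluorescence both relative to DMSO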
# PAX8 inh HTS: inhibitors of PAX8-driven TPO luciferase reporter, primary screen, RMG-I cells, single concentration; 360,000 compounds, 1.2% hits; inhibition, % at 12.6 µM; SteadyGlo, 24 h;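 active = mean replicate inhibition at least 60% with every replicate also reaching 60%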;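 note: luciferase light reporting Pax8 driven TPO promoter activity; plate controls were median of neutral control wells for no effect and mitoxantrone controls for full effect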
# DENV2 CPE rescue: inhibitors of DENV2 cytopathic effect, primary screen, cell-based, plate reader, single concentration; AID 651640, 2012; DENV2-infected cells, cytopathic effect rescue; CPE inhibition, % at 9.99 µM; 350,000 compounds, 1.7% hits; in the data active = CPE inhibition above about 20%, passing the limit was not always enough; tested in BHK-21 cells;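 note: 0% = median of neutral control wells and 100% = median of positive control wells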
# F508del corr: F508del CFTR correction, initial screen, CFBE line, single point; activity (quench increase), % at 7.58 µM; 350,000 compounds, 0.36% hits; CFBE cells, YFP halide quenching; stimulated with forskolin plus potentiator P3; % fluorescence drop versus neutral controls;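 active = mean added fluorescence quench of at least 8% versus neutral control, with both replicates also reaching 8%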;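 note: cells transiently co-express mutant CFTR-F508del with the halide-sensitive YFP; corrector assay measuring rescue of mutant channel to the surface after 24 h compound exposure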
# FN deposition inh: inhibitors of fibronectin matrix deposition, primary screen, AH1F cells, Alexa488-fibronectin fluorescence, plate reader | AH1F fibroblasts, overnight | inhibition, % at 12.6 µM | 350,000 compounds, 0.086% hits;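 active = mean inhibition across replicates of 30% or more, regardless of how many single replicates reach that level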;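 note: positive control wells lacked labelled fibronectin entirely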
#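 Material – AH1F fibroblast monolayer, labelled fibronectin deposition · Reagent – labelled fibronectin 24 nM · Timing – 1 h adhesion, overnight exposure · Measured by – fluorescence at 485 nm excitation, 525 nm emission · Read-out – inhibition of fibronectin deposition signal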
# Active calls of the source: *; . = no result given; [ ] = remark or other dose. Not a hit list; 3.9% or so of the library scored in one or more.
SMILES,GSIS activator,miR122 inh,EWS-Fli inh,PAX8 inh HTS,DENV2 CPE rescue,F508del corr,FN deposition inh
Cc1cc(S(=O)(=O)NC2CCCCC2)ccc1OCC(=O)NCC1CCCO1 (stereo not drawn),7,76,10,17,-1,1.5,2
Cc1cc(C)c2ccc3c(C)c(C)n(C)c3c2n1,-6,-3,6,-3,-6,2.6,0
COc1ccccc1CN(C)C[C@@H]1OCc2ccccc2-c2c(n(C)c3ccccc23)C(=O)N([C@@H](C)CO)C[C@@H]1C,2,.,-2,4,-2,-1.7,7
CC(NC(=O)C1CCC(CNc2c(N3CCOCC3)c(=O)c2=O)CC1)c1ccccc1 (stereo not drawn),0,0,2,10,-8,-0.6,3
CCN=C1SC(C(=O)Nc2ccc(OC)cc2)CC(=O)N1CC (stereo not drawn),-1,-2,-8,-9,1,0.6,11
COc1ccc(NC(=O)c2ccccc2-c2ccc(C(F)(F)F)cc2)cc1S(=O)(=O)N1CCOCC1,-8,6,15,19,4,0.2,8
COC(=O)c1cc(S(=O)(=O)NCCc2ccc(C)cc2)c[nH]1,-8,0,-3,6,-7,2.1,2
CN1c2ccc(-c3ccc(F)cc3)cc2[C@@H]2[C@@H](CCN2S(=O)(=O)c2cccc(F)c2)[C@@H]1CO,-16,13[16.7 µM],4,-7,9,0.9,-4
CC(C)CN(C(=O)COC(=O)c1ccccc1NCc1ccco1)c1c(N)n(Cc2ccccc2)c(=O)[nH]c1=O,9,-6,19,2,8,6.1,1
CCOc1ccc(NC(=O)Nc2ccc(N(C)C(C)=O)cc2)cc1,.,-4,.,-38,.,.,1
CC1CN(C(=O)c2cc([N+](=O)[O-])cc([N+](=O)[O-])c2)CC(C)O1 (stereo not drawn),6,-12,-4,6,7,4.5,7
O=c1[nH]nc(CNc2cccc(C(F)(F)F)c2)c2ccccc12,-19,12,10,23,12,0.2,-11
O=C(CCN1C(=O)S/C(=C\c2ccccc2)C1=O)NC1CCS(=O)(=O)C1 (stereo not drawn),-6,5,-17,-16,2,-2.4,-6
COc1ccc(CNC(=O)Cn2nc(C(F)(F)F)cc2C)cc1,8,0,4,-1,2,0.4,5
Cc1cc(N2C(=O)C3CC=CC(C)C3C2=O)no1 (stereo not drawn),.,5,.,-11,.,.,6
C[C@@H]1CN([C@H](C)CO)S(=O)(=O)c2ccc(-c3ccncc3)cc2O[C@H]1CN(C)C(=O)Nc1ccc(C(F)(F)F)cc1,-12,28[16.7 µM],1,.,-10,0.5,2
O=C1c2ccccc2-c2nc3ccccc3cc21,4,1,-38,-56,4,2.8,0
CC(=O)c1cccc(NC(=O)c2ccccc2OCc2ccc(F)cc2)c1,-8,8,5,9,0,-2.3,-3
O=C(Nc1ccccc1F)N1C[C@H]2[C@@H](c3ccccc31)[C@@H](CO)N2C(=O)C1CCCCC1,-5,83[16.7 µM],-114,-45,61*,1.2,.
CCCNC(=O)N1CC(=O)N2[C@H](C1)[C@H](c1ccc(-c3ccc(C)cc3)cc1)[C@@H]2CO,-4,.,-8,0,1,1.8,.
COc1ccccc1NC(=S)NC(C)=O,2,.,6,-6,.,0.6,0
Cc1ccc(CN2CCC(Oc3ccc(C(=O)NCc4ccccn4)cc3)CC2)o1,7,-6,.,3,-3,-2.6,8
Cc1cc(OC(C)C(=O)NC2CC(C)(C)NC(C)(C)C2)c2c(C)c(C)c(=O)oc2c1 (stereo not drawn),9,-7,10,-9,45*,0.5,.
CN(Cc1ccc(F)cc1)C(=O)CN1C(=O)c2ccccc2S1(=O)=O,.,.,-4,-3,-1,0.5,-3
Cc1cccc(OCC(=O)Nc2cc(NC(=O)COc3cccc(C)c3)cc(C(=O)O)c2)c1,-19,.,5,-32,-4,2.9,2

# DENV2 CPE rescue, entries above that show a hit.
canonical_smiles	GSIS activator	miR122 inh	DENV2 CPE rescue	F508del corr
O=C(Nc1ccccc1F)N1C[C@H]2[C@@H](c3ccccc31)[C@@H](CO)N2C(=O)C1CCCCC1	-5	83[16.7 µM]	61*	1.2
Cc1cc(OC(C)C(=O)NC2CC(C)(C)NC(C)(C)C2)c2c(C)c(C)c(=O)oc2c1 (stereo not drawn)	9	-7	45*	0.5

# The main list resumes with the six entries that preceded the break.
SMILES,GSIS activator,miR122 inh,EWS-Fli inh,PAX8 inh HTS,DENV2 CPE rescue,F508del corr,FN deposition inh
CCCNC(=O)N1CC(=O)N2[C@H](C1)[C@H](c1ccc(-c3ccc(C)cc3)cc1)[C@@H]2CO,-4,.,-8,0,1,1.8,.
COc1ccccc1NC(=S)NC(C)=O,2,.,6,-6,.,0.6,0
Cc1ccc(CN2CCC(Oc3ccc(C(=O)NCc4ccccn4)cc3)CC2)o1,7,-6,.,3,-3,-2.6,8
Cc1cc(OC(C)C(=O)NC2CC(C)(C)NC(C)(C)C2)c2c(C)c(C)c(=O)oc2c1 (stereo not drawn),9,-7,10,-9,45*,0.5,.
CN(Cc1ccc(F)cc1)C(=O)CN1C(=O)c2ccccc2S1(=O)=O,.,.,-4,-3,-1,0.5,-3
Cc1cccc(OCC(=O)Nc2cc(NC(=O)COc3cccc(C)c3)cc(C(=O)O)c2)c1,-19,.,5,-32,-4,2.9,2
COc1ccccc1-c1cc(SC)c(C#N)c(=O)o1,-6,.,4,24,-4,0.6,3
Cc1ccc(OCc2cc(C(=O)N3CC4C[C@@H]5CC3C[C@H](C4)C5)no2)cc1C,21,7,-84,-246,10,0.8,8
COc1ccc(C)cc1N(C)C(=O)c1coc(=O)c2ccccc12,.,-2,.,16,.,.,-1
Cc1ccc(C(=O)NNC(=O)/C=C\C(=O)O)cc1,2,5,-2,11,1,1.5,-3
Cc1occc1-c1nnc(SCC(=O)NC2CCCCC2C)o1 (stereo not drawn),8,-3,-2,-15,1,0.4,-12
Cc1ccc(P(=O)(CSC(=N)N)c2ccc(C)cc2)cc1,-1,.,24,24,.,5.3,-11
Cc1ccc(-n2c(SCc3nnc4n3CCC4)nnc2-c2ccccc2)cc1,.,-1,.,10,.,.,0
CSc1nc2[nH]ncc2c(=O)[nH]1,27,5,2,2,-2,.,-11
CC#CC[N+](C)(C)CCCCCCCCCC,.,2,18,33,4,3.7,-5
Cc1ccc(S(=O)(=O)N(C)C[C@H]2Oc3cc(-c4cccc(F)c4)ccc3S(=O)(=O)N([C@@H](C)CO)C[C@@H]2C)cc1,-13,11[16.7 µM],5,20,-8,-0.4,.
O=C(OCc1ccccc1)/C(=C/c1ccccc1Cl)NC(=O)c1ccco1,-20,1,11,2,-13,-2.4,-2
COc1ccc(S(=O)(=O)Nc2cccnc2)c(C)c1C,-1,44,10,10,-6,1.9,-9
O=C(N/N=C/c1cccnc1)c1cccs1,10,.,-19,-37,2,2.1,-1
C[C@@H]1CCCCO[C@@H](CN(C)C(=O)CCC(F)(F)F)[C@@H](C)CN([C@@H](C)CO)C(=O)c2cc(N(C)C)ccc2O1,-4,3[16.7 µM],-1,-4,-11,1.7,.
C/C(=N\NC(=O)c1ccc(-n2cnnn2)cc1)c1ccc(C)cc1,10,-10,-5,-12,-3,-0.5,9
Cc1ccc(S(=O)(=O)Nc2cccc(-c3ccc(N4CCCCCC4)nn3)c2)c(C)c1,7,6,-70,-161,3,-2.9,-1
Cc1ccc(NC(=O)c2cccnc2C(=O)Nc2ccc(C)cc2)cc1,-10,.,9,5,-9,-0.9,-8
Clc1ccccc1-c1nnc2sc(-c3cccs3)nn12,18,7,.,.,.,.,0
CCOC(=O)C1CCN(C(=O)c2ccccc2CCc2ccccc2)CC1,-22,-2,2,-14,2,0.3,5
CC(C)C(=O)N(Cc1ccccc1)S(=O)(=O)c1ccc2c(c1)oc(=O)n2C,24,36,-16,16,-5,4.2,4
O=C(O)c1ccccc1NS(=O)(=O)c1ccc2c3c(cccc13)C(=O)N2,-7,2,.,14,.,.,-2
COC(=O)c1ccc2nc(-c3ccc(C)cc3)c(Cc3ccc(OC)cc3C)n2c1,-6,.,-9,11,14,0.2,22
COC(=O)c1sccc1NC(=O)NC1CCCCC1,9,1,-23,-36,3,-0.3,2
Cc1cccc(C)c1NC(=S)N/N=C/c1ccc(C(=O)O)cc1,25,3,-2,8,-2,-1.3,-6
Cc1noc(C)c1NC(=O)Nc1ccc2c(c1)CC(=O)N([C@@H](C)CO)C[C@H](C)[C@H](CN(C)C(=O)Nc1ccc(C(F)(F)F)cc1)O2,-12,30[16.7 µM],-2,.,-10,-0.6,.
# (further entries)
SMILES,GSIS activator,miR122 inh,EWS-Fli inh,PAX8 inh HTS,DENV2 CPE rescue,F508del corr,FN deposition inh
COc1ccc2c3c(n(C)c2c1)[C@H](CO)N(Cc1ccccc1)CC31CCN(S(C)(=O)=O)CC1,-15,.,35,.,9,2.9,.
O=C(C[C@H]1C=C[C@@H](NC(=O)CN2CCOCC2)[C@H](CO)O1)NCCc1ccncc1,-1,.,-12,.,-11,1.6,4
C[C@H]1CN([C@@H](C)CO)C(=O)Cc2cc(NC(=O)CCN3CCOCC3)ccc2O[C@H]1CN(C)S(=O)(=O)c1cccs1,24,0[16.7 µM],3,15,7,-1.1,.
C[C@@H]1CN([C@@H](C)CO)C(=O)c2cc(C#C[C@@H](C)O)cnc2O[C@H]1CN(C)C(=O)c1ccc(F)cc1,5,.,-7,.,14,1.2,.
Cc1ccc(S(=O)(=O)CCC(=O)OCC(=O)c2c(N)n(CC(C)C)c(=O)n(C)c2=O)cc1,-28,-9,0,.,-4,-4.0,8
CCNC(=O)C[C@H]1CC[C@H](NS(=O)(=O)c2ccc(C)cc2)[C@H](CO)O1,4,.,4,-12,3,-2.6,.
Cc1cccc(N(CC(=O)N2CCCC2)S(C)(=O)=O)c1C,22,0,1,8,-11,-1.8,.
COc1cc(CNC(C)(C)CO)cc(Br)c1OCc1ccc(Cl)cc1,-17,-3,.,5,.,.,5
Cc1nc2ccccc2n1CCc1ccccc1,10,.,-2,-10,-3,0.7,.
COCOCCn1cc(CN2CCS(=O)(=O)N(Cc3ccc(-c4ccc(Cl)cc4)cc3)C(C(C)C)C2=O)nn1 (stereo not drawn),-21,0,-5,10,10,0.1,-3
Cc1cc(=O)[nH]c2nnnn12,-62,16,2,5,-3,-0.2,-2
CCn1c(SCC(=O)Nc2ccc3[nH]c(=O)[nH]c3c2)nnc1-c1ccccc1,-7,0,4,0,12,0.1,-3
COCCCn1c(=O)c2sccc2n2c(CCCC(=O)NCc3ccccc3)nnc12,0,-10,-9,2,-1,-3.6,-5
O=C(NCCc1cccs1)C1CC(c2cccc(F)c2)=NO1 (stereo not drawn),.,-1,-5,14,-8,-3.1,11
Cc1cc(C)c2c(=O)[nH]c(SCc3ccc([N+](=O)[O-])cc3)nc2n1,2,.,11,34,6,-1.2,5
O=C(C[C@H]1CC[C@H]2[C@@H](COC[C@H](O)CN2Cc2ccc(Cl)cc2)O1)NCc1cccc(F)c1,-28,1[16.7 µM],.,.,0,-4.8,4
CC(Oc1ccccc1)C(=O)N1CCN(c2ccc(N3CCOCC3)nn2)CC1 (stereo not drawn),-7,.,0,-7,5,1.6,-5
COc1ccc(OCC(=O)N2CCN(S(=O)(=O)c3ccc4c(c3)OCCO4)CC2)cc1,2,-14,2,5,12,0.1,6
COc1ccc(/C=C/C(=O)Nc2ccccc2Cl)cc1S(=O)(=O)N1CCOCC1,12,-3,-15,-7,7,2.5,0
Cc1cccc(NC(=O)COc2ccc3c(c2)CCC3)n1,-8,2,-19,-8,-3,3.7,-4
COc1ccc(CCN2C(=O)c3[nH]nc(-c4ccccc4O)c3C2c2ccc(C)cc2)cc1OC (stereo not drawn),.,3,.,11,.,.,-7
C[C@H](CO)N1C[C@H](C)[C@H](CN(C)Cc2ccc(F)cc2)Oc2ncc(-c3cccc(C(F)(F)F)c3)cc2C1=O,-16,-18[16.7 µM],36,.,2,2.1,-5
CC(NC(=O)c1ccc(N2CCCC2)c([N+](=O)[O-])c1)c1ccc(S(N)(=O)=O)cc1 (stereo not drawn),-2,-5,10,-11,-4,6.6,13
COc1cc(CCC(=O)OCC(=O)Nc2c(Cl)cccc2Cl)cc(OC)c1OC,9,4,5,-13,-8,-1.1,1
